Furin inhibitor – human furin inhibitors, primary screen, biochemical, fluorescence intensity. P09958. purified furin, fluorogenic substrate cleavage. inhibition, % at 30 µM. 0.061% of 220,000 active; in the data active = inhibition above about 25%; note: inactives centre near -15
Cl transport mod – KCC2 cotransporter modulators, thallium flux, primary screen, cell-based, HEK293 KCC2, FluoZin-2 fluorescence, MLSMR; Solute carrier family 12 member 5 (Homo sapiens), Q9H2X9; KCC2 cells, thallium flux FluoZin-2 fluorescence; B-score of Tl+ flux slope (higher = more flux/activation; lower = inhibition) at 10 µM; 2.2% of 190,000 active; AID 1456, 2008;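 active = thallium flux slope and its plate-corrected score both differing from the plate sample mean at a set confidence after two filtering rounds, in either direction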;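 note: slope of fluorescence scaled to starting intensity during 10 to 20 s after thallium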
Thrombin inh – human alpha-thrombin inhibitors, primary screen, counter-screen for coagulation protease inhibitor project, biochemical, 1536-well, fluorogenic AMC substrate. AID 1046, 2008. Prothrombin (Homo sapiens), P00734. Boc-VPR-AMC fluorogenic substrate cleavage. 0.26% of 220,000 active. inhibition, % at 5 µM;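 active = inhibition at or above 40%; inactive = inhibition below 40%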;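 note: 0% = enzyme with no compound and 100% = wells without enzyme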
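System – human alpha-thrombin · Medium – pH 7.5 Tris (50 mM) with NaCl 150 mM, Tween 20 0.05% · Compound – single-point dosing at 5 µM, 0.2% DMSO · Incubation – enzyme reaction carried out at room temperature · Technique – fluorescence of released AMC, ex 355 nm, em 460 nm · Read-out basis – % inhibition of thrombin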
p97 inhibitor – inhibitors of human p97 ATPase, primary screen, biochemical; inhibition, % at 8 µM; 0.42% of 220,000 active; Transitional endoplasmic reticulum ATPase (Homo sapiens), P55072; recombinant p97 ATPase, Kinase-Glo ATP luminescence, 3 h; in the data active = inhibition above about 15%;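 note: 0% = DMSO vehicle and 100% = wells lacking enzyme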
KLK5 inh – human KLK5 protease inhibitors, primary screen, biochemical, 1536-well; Kallikrein-5 (Homo sapiens), Q9Y337; recombinant hK5, fluorogenic AMC substrate cleavage; inhibition, % at 5 µM; 0.59% of 210,000 active;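 active = inhibition of 40% or more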;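 note: 0% = enzyme controls without compound and 100% = no-enzyme blanks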
FXIa inh 1536 – human FXIa protease inhibitors, primary screen, biochemical, 1536-well; Coagulation factor XI (Homo sapiens), P03951; purified FXIa, Boc-Glu-Ala-Arg-AMC fluorogenic substrate; inhibition, % at 5 µM; 0.14% of 220,000 active;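 active = inhibition of at least 40%; inactive = inhibition below 40%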;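 note: fluorescence of freed AMC excited at 355 nm; 0% = enzyme without compound and 100% = no enzyme blank; many of its hits are not listed in these tables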
Wee1 degr inh – Wee1 degradation inhibitors, primary screen, cell-based, HeLa, Wee1K328M-luciferase, luminescence | HeLa Luc-Wee1K328M stability; 100% = proteasome inhibitor MG132 effect | reporter increase, % at 5 µM | 1.2% of 220,000 active | AID 1321, 2008;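 active = activation above the mean of all tested compounds plus 3 SD, set per screening run, cut at about 8.8% in these data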;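 note: cells exposed to compound for 20 h before luminescence read; 0% = DMSO alone and 100% = MG132 at 30 µM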
FXIIa inh 1536 – human FXIIa protease inhibitors, primary screen, biochemical, 1536-well; purified FXIIa, Boc-QGR-AMC fluorogenic substrate, 2 h; inhibition, % at 5 µM; 0.3% of 220,000 active; AID 800, 2007; in the data active = inhibition above about 40%;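 note: 0% = enzyme with no compound and 100% = blank without enzyme; many of its hits are not listed in these tables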
PERK inhibitor – block of dimerizer-induced PERK translation repression, primary screen, PERK inhibitor project, CHO PERK-DD cells, SEAP luminescence, HTS; Eukaryotic translation initiation factor 2-alpha kinase 3 (Homo sapiens), Q9NZJ5; 0.17% of 220,000 active; inhibition, % at 5.6 µM; CHO PERK-DD fusion, SEAP luminescence translation reporter;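 active = inhibition above the mean inhibition of all tested compounds plus 3 SD, set separately per screening campaign, cut at about 2.9% in these data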;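 note: PERK kinase domain activated by AP20187 dimerizer at 100 nM; 0% = DMSO with dimerizer and 100% = rapamycin at 8.4 µM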
Target sequence (Q9NZJ5 whole entry, looked up, the tested form may be a part): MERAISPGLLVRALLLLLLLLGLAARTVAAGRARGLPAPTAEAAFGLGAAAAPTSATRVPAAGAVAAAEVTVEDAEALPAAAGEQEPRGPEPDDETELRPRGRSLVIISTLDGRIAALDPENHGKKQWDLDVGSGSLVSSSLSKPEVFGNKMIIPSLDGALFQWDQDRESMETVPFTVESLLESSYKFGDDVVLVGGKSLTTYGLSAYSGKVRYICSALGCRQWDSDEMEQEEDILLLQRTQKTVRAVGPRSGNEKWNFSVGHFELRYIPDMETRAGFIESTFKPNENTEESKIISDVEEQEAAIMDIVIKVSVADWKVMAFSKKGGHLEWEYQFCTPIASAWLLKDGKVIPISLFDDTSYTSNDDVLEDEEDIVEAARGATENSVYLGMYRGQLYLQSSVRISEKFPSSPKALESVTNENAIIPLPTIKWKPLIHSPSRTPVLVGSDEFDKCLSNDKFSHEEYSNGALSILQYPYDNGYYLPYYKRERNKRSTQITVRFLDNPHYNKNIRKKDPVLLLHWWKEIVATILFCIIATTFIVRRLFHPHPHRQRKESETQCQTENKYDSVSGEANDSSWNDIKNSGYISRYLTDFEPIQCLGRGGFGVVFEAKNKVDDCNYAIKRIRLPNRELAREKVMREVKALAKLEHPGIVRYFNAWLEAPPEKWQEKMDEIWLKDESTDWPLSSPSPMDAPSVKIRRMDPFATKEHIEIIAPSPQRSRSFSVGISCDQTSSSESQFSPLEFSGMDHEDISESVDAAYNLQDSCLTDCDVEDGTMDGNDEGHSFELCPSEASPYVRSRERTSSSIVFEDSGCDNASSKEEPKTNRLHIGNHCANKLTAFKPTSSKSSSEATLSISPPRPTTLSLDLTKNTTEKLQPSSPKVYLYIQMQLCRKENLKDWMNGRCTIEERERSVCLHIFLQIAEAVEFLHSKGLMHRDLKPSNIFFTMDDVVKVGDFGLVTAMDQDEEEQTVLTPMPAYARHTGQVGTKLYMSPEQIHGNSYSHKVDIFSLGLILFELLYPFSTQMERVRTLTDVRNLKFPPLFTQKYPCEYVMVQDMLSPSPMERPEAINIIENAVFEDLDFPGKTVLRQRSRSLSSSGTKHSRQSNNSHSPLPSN
Numbers without * were called inactive; nt = no result given; [ ] = another dose, or the depositor's remark.

SMILES	Furin inhibitor	Cl transport mod	Thrombin inh	p97 inhibitor	KLK5 inh	FXIa inh 1536	Wee1 degr inh	FXIIa inh 1536	PERK inhibitor
Cc1[nH]n(-c2ccccc2)c(=O)c1C(=O)c1ccccc1	-14	4.4*	0	1	1	3	-3	9	0.2
CC(C)Oc1ccc(C(=O)NC2CCS(=O)(=O)C2)cc1 (centres undefined)	-8[20 µM]	-0.016	1	-7	8	3	0	6	0.6
CN1CCN(c2ccc(NS(=O)(=O)c3ccc(Cl)cc3)cn2)CC1	-16	1.5	0	2	-6	-4	0	7	0.7
Cc1cc(=O)[nH]c(N2CCc3ccccc3C2)n1	-11[20 µM]	1.2	-4	4	-24	2	1	-1	0.8
COc1ccc(/C=N/OC/C(O)=C(\C#N)c2nc3ccccc3[nH]2)cc1OC	-7	1.4	-22	3	-12	18	1	17	0.3
COc1ccc(C)cc1NC(=O)Nc1ccccc1SC	-24	-0.5	2	4	3	4	4	11	0.2
CCOC(=O)c1c[nH]n2c(=O)cc(C)nc12	-9	0.045	-9	6	-10	0	2	2	0.3
COc1ccc(NC(=O)CN(C)S(=O)(=O)c2cccc3nsnc23)cc1	-25	0.0089	-1	-2	nt	-2	-3	7	2.2
CC(=O)C1=C(C)NC(=O)CC1c1ccc(Br)cc1 (centres undefined)	-28	-0.077	5	5	3	1	-3	10	0.8
Cc1cccc(OCCNC(=O)c2ccc(Oc3ccc(C(F)(F)F)cc3[N+](=O)[O-])cc2)c1	-11[20 µM]	0.58	4	-4	-8	2	0	20	0.6
COC(=O)[C@H](Cc1ccccc1)NC(=O)N1CCN(Cc2ccccc2)CC1	-9	-2.7	-7	5	16	-1	-2	7	0.1
COc1ccc(/C=C/C2=CCN(Cc3ccc(OC)cc3)CC2)cc1	-34	-0.41	9	5	-5	-3	2	5	0.4
COc1ccc(C2=NN(C(=O)c3cccnc3)C(c3ccccc3)C2)cc1 (centres undefined)	-11	0.1	-12	5	-7	3	3	12	-0.5
Cc1ccsc1/C=N\NC(=O)c1n[nH]c2c1CCC2	1	-1.2	8	-10	-2	-11	4	5	0.5
CC(C)CC(=O)NC(=S)Nc1nc(-c2ccccc2)cs1	-15	1.1	-5	7	-18	1	0	3	1.1
CN1CCN(/C=N/c2c(C#N)cnn2-c2ccccc2)CC1	-9[20 µM]	-0.12	-6	-3	-3	4	4	6	-1.0
Cc1c(C(=O)NC(C)C)sc2ncn(CC(=O)N3CCC(C)CC3)c(=O)c12	6[20 µM]	2	2	3	2	24	0	27	-0.3
COC(=O)Nc1ccc(S(=O)(=O)Nc2ccc(C)cc2)cc1	-16[20 µM]	-0.37	-6	5	-12	-5	2	-15	2.0
COc1ccc(N2CCN(S(=O)(=O)c3ccc4c(c3)OCCO4)CC2)cc1	-13	0.21	-9	3	-1	-1	5	5	1.0
Cc1cccc2cc(CN(Cc3nnnn3C3CCCC3)C3CCCCC3)c(=O)[nH]c12	-13[20 µM]	1.9	nt	8	nt	nt	-2	nt	-0.1
CCCCCCN(C(=O)CCCCCN1C(=O)NC(c2ccc(Cl)cc2)C(C(=O)OCc2ccccc2)=C1C)C(C(=O)NCCCC)c1ccc(OCC(=O)OC)c(C(=O)OC)c1 (centres undefined)	-10	0.0092	-2	-4	-12	-1	-3	8	-0.6
CC(C)CCN1CCN(Cc2ccc(C(F)(F)F)cc2)CC1CCO (centres undefined)	-11	-0.037	-4	3	0	-2	-1	10	0.5
CN(C)S(=O)(=O)c1ccc(Cl)c(NC(=O)COc2ccccc2[N+](=O)[O-])c1	-6	0.32	-6	-4	-9	0	-5	4	-0.6
CC(=O)c1sc2nsc(SCCN3CCCC3)c2c1N	-24	0.26	-2	2	6	8	1	6	1.8
CCn1c(=N)n(CC(O)COc2ccc(C)cc2)c2ccccc21 (centres undefined)	-27	0.42	0	3	-2	1	7	8	-1.7

3 compounds already listed, arranged by the number in FXIa inh 1536, high to low:
Compound,FXIa inh 1536
COc1ccc(/C=N/OC/C(O)=C(\C#N)c2nc3ccccc3[nH]2)cc1OC,18
CCOC(=O)c1c[nH]n2c(=O)cc(C)nc12,0
COC(=O)Nc1ccc(S(=O)(=O)Nc2ccc(C)cc2)cc1,-5

Random excerpt: two records from the list
SMILES	Furin inhibitor	Cl transport mod	Thrombin inh	p97 inhibitor	KLK5 inh	FXIa inh 1536	Wee1 degr inh	FXIIa inh 1536	PERK inhibitor
COc1ccc(C)cc1NC(=O)Nc1ccccc1SC	-24	-0.5	2	4	3	4	4	11	0.2
COc1ccc(C2=NN(C(=O)c3cccnc3)C(c3ccccc3)C2)cc1 (centres undefined)	-11	0.1	-12	5	-7	3	3	12	-0.5

(listing goes on)
SMILES	Furin inhibitor	Cl transport mod	Thrombin inh	p97 inhibitor	KLK5 inh	FXIa inh 1536	Wee1 degr inh	FXIIa inh 1536	PERK inhibitor
O=C1CCCN1c1cc(Cl)cc(Cl)c1	-24	-0.14	0	0	-3	3	0	4	0.1
Cc1ccc(C(=O)c2cc3ccccc3o2)cc1	-31[20 µM]	0.029	-1	-2	-8	-3	-2	8	1.4
CCCC1/C(=N/O)CC(c2ccccc2)NC1c1ccccc1 (centres undefined)	-19	-0.39	-7	-2	4	1	9.1*	13	1.2
COc1cc(NC(=O)c2cc(Cl)nnc2Cl)cc(OC)c1OC	-5	1.2	2	-4	17	8	10*	11	-0.9
CCN(C(=S)NCc1ccccc1)c1cccc2ccccc12	-16	-0.58	-8	-1	7	1	-1	8	-0.4
CCc1c(C#N)c(SCCC(=O)Nc2ccc(OC)cc2)nc2c1C(=O)CC(C)(C)C2	-24[20 µM]	-1.1	-4	3	1	-27	2	1	-0.6
CCOC(=O)CN(C(=O)CSc1nnc(CNc2ccc(F)cc2)o1)c1ccccc1	-7	-1.4	-7	-9	-5	5	-3	18	-1.1
Cc1nnc(N2C(=O)c3cccc4cccc(c34)C2=O)s1	-28[20 µM]	0.7	4	0	-9	4	-2	15	-0.2
COc1ccc(Cn2nnnc2CN(Cc2cc3ccc(C)cc3[nH]c2=O)C2CCCC2)cc1	-2	-0.32	-4	3	-14	-17	0	-14	-0.1
O=C(N/N=C/c1cccc(O)c1)c1ccc(COc2ccc3c(c2)CCC3)o1	-1[20 µM]	0.6	-2	2	-7	-4	7	-12	0.2
COc1cc2c(cc1OC)C1(Nc3c-2c(-c2ccccc2)nn3-c2ccccc2)C(=O)Nc2ccccc21 (centres undefined)	-19[20 µM]	-0.97	-15	2	1	-1	-2	-6	-1.0
CSc1sc(-c2ccnc(=S)[nH]2)c(-c2ccccc2)c1C#N	-14	-0.2	0	5	-2	-1	9.8*	3	-0.1
O=C(c1ccccc1-c1nc(-c2ccccc2)no1)N1CCCC1	-20	nt	0	3	5	3	0	11	0.7
Cc1ccc(CNc2oc(-c3ccco3)nc2S(=O)(=O)c2ccccc2)cc1	0[20 µM]	-0.82	-2	-1	-2	7	0	15	0.4
Cc1nc2ccccc2n1CC(=O)N/N=C/c1cccnc1	-24	0.31	nt	0	1	6	0	10	0.4
CCc1nnc(NC(=O)CSc2nnc3c4ccccc4n(C)c3n2)s1	-20	0.021	4	-1	-10	8	1	15	0.6
COc1ccc(/C=N/NC(=O)c2cnccn2)cc1O	-3	1.1	-9	-7	-4	-8	0	7	0.9
COc1ccccc1/C=c1\sc2nc(-c3ccccc3OC)nn2c1=O	-1[20 µM]	-0.31	-2	-7	-1	-9	-3	7	-0.5
CCCCn1c(-c2nonc2N)nc2ccccc21	-27[20 µM]	-0.44	-1	-2	-4	-11	0	4	0.7
CCCC(CCC(=O)Nc1ccc(S(N)(=O)=O)cc1)C(=O)O (centres undefined)	-12[20 µM]	1.1	6	-2	2	4	-1	18	-0.4
Cc1ccc(S(=O)(=O)c2cc3c(=O)n4ccccc4nc3n(Cc3ccco3)c2=N)cc1C	-20	-0.69	0	3	2	1	1	6	0.1
Cc1ccccc1S(=O)(=O)Cc1ccc(C(=O)NCCN2CCCCC2C)o1 (centres undefined)	-7	0.39	-6	3	-8	-7	4	-16	-0.1
CC(C)CN(CC(C)C)C(=S)Nc1ccc(Cl)cc1	-18	0.25	1	3	-11	-4	2	-1	1.2
CCCSc1nc2cc(C)c(C)cc2n1CC(O)CO (centres undefined)	-12	0.2	22	-6	21	10	3	17	0.3
NNC(=O)c1ccc(CN2C(=O)c3cccc4cccc2c34)cc1	-9	-0.36	-6	4	-6	-4	2	-3	-0.2
SMILES	Furin inhibitor	Cl transport mod	Thrombin inh	p97 inhibitor	KLK5 inh	FXIa inh 1536	Wee1 degr inh	FXIIa inh 1536	PERK inhibitor
COc1ccc(/C=N/NC(=O)CCSc2nc3ccccc3s2)cc1OC	-22	-1.2	-4	2	-14	-2	3	10	-0.7
O=C(Nc1ccccc1N1CCCCC1)c1ccc(N2C(=O)c3ccccc3C2=O)cc1	6[20 µM]	-0.34	-1	-3	-2	0	-2	12	-0.3
CCCNC(=S)Nc1ccc(CC(=O)OC)cc1	-15	1.5	-9	-8	2	-13	1	0	0.5
O=C(Nc1ccc(N2CCOCC2)cc1)c1cnsn1	-15	0.46	13	1	51*	2	-3	6	0.2
COc1ccc(S(=O)(=O)N2CCCC(C(=O)NCc3ccccn3)C2)cc1 (centres undefined)	-18[20 µM]	nt	-1	1	7	9	4	-1	-0.7
Cc1cc(C)n2nc(N)c(N=Nc3ccc(Cl)cc3)c2n1	-17	-0.87	-4	1	-13	-1	-1	0	-0.5
O=C(CSCc1ccc(Cl)cc1)Nc1cc([N+](=O)[O-])ccc1O	-24	-3.4*	1	3	3	1	0	12	0.8
Cc1c(Cl)c(C(=O)Nc2nc3ccccc3n2CCN2CCCCC2)nn1C	-34	0.024	0	8	-10	-2	-2	8	0.5
CSc1cccc(CN2CCN(Cc3ccc(F)c(F)c3)C(CCO)C2)c1 (centres undefined)	-25	0.97	-1	-1	nt	3	-1	11	0.4
COc1ccccc1C/C(N)=N/OC(=O)COc1ccc(C)cc1C	-19[20 µM]	nt	nt	-6	nt	nt	0	nt	0.1
Cc1ccc(-c2cc(C(=O)O)n(-c3ccc(S(N)(=O)=O)cc3)n2)cc1	-31	1.1	0	-3	-25	-7	5	-4	0.3
c1ccc2c(c1)ncn2CCCCOc1ccc2c(c1)CCC2	-19[20 µM]	nt	1	-8	2	3	1	7	0.9
Cc1ccc(C#N)c(SCc2ccccc2[N+](=O)[O-])n1	-5	-0.86	-12	-5	-18	-1	3	7	-1.1
CCCCOc1ccc(-c2csc(N)n2)cc1[N+](=O)[O-]	-10	-0.33	0	4	-19	9	3	19	1.3
CC1(C(=O)O)CCC(C(=O)Nc2ccc(S(N)(=O)=O)cc2)C1(C)C (centres undefined)	-5	0.0046	-17	2	1	6	4	2	-0.6
O=C(COC(=O)c1ccc[nH]c1=O)NC1CCCCC1	-20	0.24	-12	-3	-5	-5	-3	-2	0.7
Cc1ccc(SCCC(=O)OCC(=O)NCC2CCCCC2)cc1	-11	-0.95	18	-4	36	25	4	25	-0.6
CCOC(=O)c1ccc(NC(=S)N2CCN(CCN=CC3=C(O)CC(C)(C)CC3=O)CC2)cc1	-9	-0.24	11	-1	-5	-8	4	-1	0.4
CC(=O)c1c(COC(=O)c2ccc(F)cc2)nc2ccccc2[n+]1[O-]	-16	-0.7	-1	-1	-3	9	-2	4	1.0

Source: PubChem BioAssay
